High-throughput results from PubChem BioAssay.
M. tuberculosis GlmU: inhibition of mycobacterial GlmU enzyme – biochemical, glucosamine-1-phosphate acetyltransferase (AID 1376); M. tuberculosis GlmU acetyltransferase enzyme assay; higher % means a stronger effect; inhibition, %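 (tested at 30 µM in the primary screen)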; hits with a dose series show IC50 in µM; 220,000 compounds, 0.25% hits; in the data active = inhibition above about 13%;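 also: 0% = complete reaction with vehicle and 100% = reaction without substrate; strong numbers were not always called active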
Mtb RmlCD inh: inhibitors of Mycobacterium tuberculosis RmlC and RmlD coupled enzymes. P9WH09+P9WH11. 160,000 compounds, 0.03% hits. RmlC+RmlD coupled enzyme assay, percent inhibition; primary screen in compound mixtures. inhibition, % at 3.6 µM; in the data active = inhibition mostly above about 34%, no sharp cut-off; also: some results filed as inactive read as strong as hits
Target sequence (P9WH09 whole entry, looked up): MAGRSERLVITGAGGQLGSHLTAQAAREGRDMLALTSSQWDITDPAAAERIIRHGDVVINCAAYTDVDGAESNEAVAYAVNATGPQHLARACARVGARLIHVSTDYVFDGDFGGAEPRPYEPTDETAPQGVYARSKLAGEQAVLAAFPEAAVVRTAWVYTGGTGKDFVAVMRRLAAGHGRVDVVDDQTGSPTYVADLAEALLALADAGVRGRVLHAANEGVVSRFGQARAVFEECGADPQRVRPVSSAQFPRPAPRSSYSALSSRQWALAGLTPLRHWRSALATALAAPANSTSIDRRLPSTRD
Target sequence (P9WH11 whole entry, looked up): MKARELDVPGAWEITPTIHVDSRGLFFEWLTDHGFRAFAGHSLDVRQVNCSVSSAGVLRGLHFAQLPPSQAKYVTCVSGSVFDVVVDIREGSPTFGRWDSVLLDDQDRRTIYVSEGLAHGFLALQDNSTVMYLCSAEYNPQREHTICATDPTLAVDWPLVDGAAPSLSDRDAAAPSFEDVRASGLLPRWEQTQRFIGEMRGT
An asterisk follows results filed as active; nt = no result given. Only part of the results is shown, so the mix of outcomes need not match the whole.

SMILES	M. tuberculosis GlmU	Mtb RmlCD inh
COc1ccc(-c2nn(-c3ccccc3)cc2/C=N/Nc2ccc3ccccc3n2)cc1OC	1.6%	nt
COC(=O)CCC(=O)Nc1cc(Cl)cc(Cl)c1	-5.2%	2
Cc1ccc(S(=O)(=O)NC(C(=O)OCC(=O)NC(=O)c2cccn2C)C(C)C)cc1 (stereo not drawn)	5.3%	nt
O=C(CSc1nnc(-c2cccnc2)n1CCc1ccccc1)NCc1ccccc1	1.3%	nt
COc1ccc(C(=O)N/N=C/c2c(CO)cnc(C)c2O)cc1	-0.9%	-7
O=[N+]([O-])c1ccc(-c2nc(=S)c3c(o2)CCCC3)cc1	0.7%	nt
CCc1cc2c(=O)c(-c3cnn(-c4ccccc4)c3)c(C(F)(F)F)oc2c(CN(C)C)c1O	-1.3%	nt
CCOc1cccc2c1OC1(C)CC2NC(=O)N1c1cccc(F)c1 (stereo not drawn)	3.2%	12
COc1ccc(NS(=O)(=O)c2ccc(OC)c(NC(=O)CCC3CCCC3)c2)cc1	-3.2%	nt
CCN(CC)C(=O)Cn1cc(S(=O)(=O)CC(=O)N2CCCCCC2)c2ccccc21	-3.9%	2
N#C/C(=C\c1ccccc1[N+](=O)[O-])C(=O)Nc1ccc(S(N)(=O)=O)cc1	1.9%	74
CCn1nnc(NC(=O)COc2ccc([N+](=O)[O-])cc2)n1	0.4%	-7
Cc1cc(C)n2nc(SCC(=O)c3ccc[nH]3)nc2n1	-1.6%	nt
CCCCN(C(=O)CN1C(=O)C2CC=CCC2C1=O)c1c(N)n(CCC)c(=O)[nH]c1=O (stereo not drawn)	12%	nt
O=C(NNS(=O)(=O)c1ccccc1)c1cccnc1	1.5%	nt
O=C(NC1CCS(=O)(=O)C1)OC1CCCCC1 (stereo not drawn)	1.7%	3
O=C(NNc1cccc(Cl)n1)Nc1ccccc1	0.4%	-7
COc1ccccc1C1/C(=C(/O)c2ccc(C)cc2)C(=O)C(=O)N1CC(C)O (stereo not drawn)	1.2%	nt
O=C(Cc1ccccc1)N[C@@H](Cc1ccccc1)C(=O)O	-0.8%	nt
Cc1c(C(=S)NC(=O)C2CC2)c(=O)n(-c2ccccc2)n1C	8.0%	-7
O=C(c1ccco1)N1CCN(Cc2nc3ccccc3c(=O)n2-c2ccc(F)cc2)CC1	-4.2%	5
Cc1nn(C)cc1/C=N/n1nnnc1N	2.4%	nt
COc1ccccc1NS(=O)(=O)c1cc(NC(=O)c2ccc3ccccc3n2)ccc1Cl	-4.2%	6
CC1(C)C2([N+](=O)[O-])CN3CC1([N+](=O)[O-])CN(C2)C31CCCC1	0.4%	-3
O=C(NC(=S)Nc1ccc(CN2CCOCC2)cc1)c1ccc(-c2cccc(Cl)c2)o1	4.9%	-14
COc1ccc(S(=O)(=O)N2CCN(c3cccc(C)c3C)CC2)cc1	2.7%	11
CCCC(=O)c1ccc(N2CCC(C)CC2)c(F)c1	0.6%	-5
O=C(Nc1ccc2c(c1)ncn2-c1ccccc1)c1ccco1	10%	-4
CC(C)S(=O)(=O)c1csc(NC(=O)Nc2ccc(Cl)cc2)c1Cl	-0.3%	4
CCCn1cc(C(CC(=O)O)C(=O)O)c2ccccc21 (stereo not drawn)	-1.2%	1
Cc1ccnc2nc(C(=O)NC3=NCCS3)nn12	-5.5%	nt
C=CCN1C(=NC(=O)CCCC(=O)O)SC2CS(=O)(=O)CC21 (stereo not drawn)	-0.5%	5
COC(=O)C1=C(C)NC(C)=C(C(=O)O[C@@H]2CCCN(Cc3ccccc3)C2)[C@@H]1c1cccc([N+](=O)[O-])c1	-6.2%	nt
COc1ccc(NC(=O)C(OC(=O)c2ccc([N+](=O)[O-])o2)c2ccccc2)cc1Cl (stereo not drawn)	-3.2%	6
Cc1nc(C)n(CC(=O)N2CCCC(C(=O)c3cccc4ccccc34)C2)n1 (stereo not drawn)	1.6%	nt
Cc1onc(-c2ccccc2)c1C(=O)N=C(N)c1ccc(Cl)cc1	-5.0%	74
O=C(Nc1cccc(-c2cn3cccnc3n2)c1)Nc1ccccc1F	-1.5%	nt
Cc1cn(C(=O)c2ccccc2)c(=S)n1-c1ccc(Cl)cc1	4.8%	nt
O=C1c2oc3ccccc3c(=O)c2C(c2cccs2)N1CCCN1CCOCC1 (stereo not drawn)	-0.4%	nt
CCCOc1ccc(N2C(=O)CC(N3CCC(c4nncn4CC)CC3)C2=O)cc1 (stereo not drawn)	-0.7%	nt
CCC1CCCCN1C(=O)Cn1nc([N+](=O)[O-])c(Cl)c1C (stereo not drawn)	-6.3%	-1
COc1ccc(OCC(=O)NC(=S)Nc2ccc(N3CCOCC3)c(Cl)c2)cc1	-1.6%	-6
Cc1ccc(C(=O)C2CCNCC2)cc1	-5.4%	17
CN(/C=C/C(=C\C=[N+](C)c1ccccc1)OCCCS(=O)(=O)[O-])c1ccccc1	5.8%	2
CC1CN(c2ccc(Cl)nn2)CC(C)O1 (stereo not drawn)	-2.1%	9
O=C(c1ccccc1)C(C(=O)N1CCCCC1)n1ccccc1=O (stereo not drawn)	1.3%	-4
O=C(N/N=C/c1ccc(-c2ccccc2[N+](=O)[O-])o1)[C@H]1C[C@@H]1c1ccccc1	4.1%	-4
Cc1oc(S(=O)(=O)N2CCCC2)cc1C(=O)Nc1ccccc1	0.3%	-3

Reprinted at random: 7 records from the list, in no set order.
SMILES	M. tuberculosis GlmU	Mtb RmlCD inh
CCC1CCCCN1C(=O)Cn1nc([N+](=O)[O-])c(Cl)c1C (stereo not drawn)	-6.3%	-1
O=C(c1ccccc1)C(C(=O)N1CCCCC1)n1ccccc1=O (stereo not drawn)	1.3%	-4
CC1CN(c2ccc(Cl)nn2)CC(C)O1 (stereo not drawn)	-2.1%	9
CN(/C=C/C(=C\C=[N+](C)c1ccccc1)OCCCS(=O)(=O)[O-])c1ccccc1	5.8%	2
COc1ccc(OCC(=O)NC(=S)Nc2ccc(N3CCOCC3)c(Cl)c2)cc1	-1.6%	-6
Cc1oc(S(=O)(=O)N2CCCC2)cc1C(=O)Nc1ccccc1	0.3%	-3
O=C(N/N=C/c1ccc(-c2ccccc2[N+](=O)[O-])o1)[C@H]1C[C@@H]1c1ccccc1	4.1%	-4

Going on with the list:
SMILES	M. tuberculosis GlmU	Mtb RmlCD inh
CC(=NCCc1c(C)[nH]c2ccc(C)cc12)C1=C(O)CC(c2ccccc2)CC1=O (stereo not drawn)	3.1%	3
CCc1cc2c(N=Nc3c(O)[nH]c4ccccc34)ncnc2s1	4.3%	9
COc1cccc(C(=O)Nc2ccc(Cl)c(C(F)(F)F)c2)c1	6.3%	5
C=CCOc1ccc(CNn2cn[nH]c2=S)cc1	2.1%	nt
CC1=C(C(N)=O)C(c2cccnc2)n2nc(-c3cccc(C)c3)nc2N1 (stereo not drawn)	0.8%	-12
CCCN1CCC(=NNc2ccc(C(=O)O)cc2)CC1	0.5%	4
CCCc1cc(=O)n2[nH]c(SCc3ccccc3)nc2n1	-6.3%	3
Cc1cc(C(=O)COC(=O)c2cccs2)c(C)n1-c1c(C)n(C)n(-c2ccccc2)c1=O	4.4%	-14
CC(C)OP(=O)(OC(C)C)C(Nc1ccccc1)c1cccc2c1OCO2 (stereo not drawn)	-0.2%	54
O=C(Nc1ccccc1)c1ccc(NCc2cccnc2)c(S(=O)(=O)N2CCOCC2)c1	-4.1%	-5
CCCCSC1=NN1c1nc(N)nc(C)c1CC	4.9%	-17
O=C(CCN1CCN(C/C=C/c2ccccc2)CC1)Nc1cccc(F)c1	-0.6%	1
COc1ccc(C(=O)Nc2cccc(-c3ccc4nncn4n3)c2)cc1OC	2.8%	-11
CCOc1ccc(NC(=O)c2oc3ccccc3c2NC(=O)CC)cc1	nt	-16
Cc1ccc(O)c(C(=O)c2cnn(-c3ccc(S(=O)(=O)N4CCOCC4)cc3[N+](=O)[O-])c2)c1	1.9%	5
CCOC(=O)C1(Cc2ccc(OC)cc2)CCN(C(=O)c2sc(C)nc2C)CC1	-0.2%	1
Cc1cc(Br)ccc1OCCn1ccnc1	-0.3%	-10
CCc1nnc(NC(=O)CSc2nnc(-c3ccoc3C)n2-c2ccccc2)s1	-1.8%	nt
CC(=O)N1CCN(c2ccc(NCc3ccc(C)cc3)cc2)CC1	-0.1%	28
Oc1ccccc1C(Nc1nccs1)c1ccc2cccnc2c1O (stereo not drawn)	8.1%	-8
Cc1cc(Nc2ccc(F)cc2Cl)n2ncnc2n1	1.9%	6
CCOC(=O)c1cc2sccc2n1CC(=O)N1CCc2ccccc21	-3.4%	nt
CC(C)OCC(O)CN1CCN(CC(O)COc2ccc3c(c2)OCO3)CC1 (stereo not drawn)	-1.6%	8
O=C(CSc1nc(N2CCCCC2)nc(N2CCCCC2)n1)N1CCc2ccccc21	-1.2%	nt
CN1CCN(CC(=O)Nc2ccc([N+](=O)[O-])cc2C(=O)c2ccccc2)CC1	-5.2%	-5
C=CCn1c(C)cc(C(=O)CSc2n[nH]c(N)n2)c1C	0.6%	nt
CSc1nncc(/C(C)=N\Nc2ccccc2)n1	-2.7%	4
COc1ccc2cc(C(=O)NCc3ccccc3)c(=Nc3ccc(C(=O)O)cc3)oc2c1	2.4%	-6
CCCCOc1c(C(=O)Nc2ccccc2)nnn1-c1ccccc1	0.5%	nt
COCCOC(=O)c1[nH]c2c(c1C)C(=O)CC(c1ccc(N(C)C)cc1)C2 (stereo not drawn)	-1.1%	nt
Nc1nc(-c2ccccc2)nc(-c2ccccc2O)n1	-8.6%	nt
COC(=O)C(CCSC)NC(=O)C(NC(=O)C1CCC(C)CC1)C(C)C (stereo not drawn)	-0.5%	4
Cc1nc2cc(-c3cccc(F)c3)nn2c(C)c1CCC(=O)N1CCN(c2ccccn2)CC1	0.6%	nt
COC(=O)/C=C/c1ccc2c(c1)OCO2	1.4%	-6
CC(=O)NC1CCC(C(=O)O)(c2ccccc2)C1 (stereo not drawn)	-0.9%	-1
COC(=O)C(Cc1ccc(O)cc1)NC(=O)C(CC(=O)OC(C)(C)C)NC(=O)OC(C)(C)C (stereo not drawn)	0.9%	-16
Cc1ccc(/C=C(\NC(=O)c2ccccc2)C(=O)N2CCCC2C(=O)O)cc1 (stereo not drawn)	-1.6%	9
CCN(CC)S(=O)(=O)c1cccc(-c2n[nH]c(=S)n2/N=C/c2ccc(OC)cc2)c1	-2.1%	6
O=C(CN1CCN(C2CCCCC2)CC1)c1ccc2cc[nH]c2c1	nt	5
CSc1nnc(Cn2c(=O)sc3ccccc32)n1-c1ccccc1C	-4.5%	8
CCN(CC)S(=O)(=O)c1ccc(/C=C/C(=O)OCC(=O)N(C(C)C)C(C)C)cc1	-1.1%	15
CC1CCN(C(=O)C2Cc3ccccc3CN2S(=O)(=O)c2ccc(F)cc2)CC1 (stereo not drawn)	0.7%	0
Cc1ccc(-n2nc(C(=O)O)c(O)cc2=O)cc1	7.8%	7
CCCCNCCCCOc1ccccc1	0.3%	8
CC(Sc1cccc[n+]1[O-])C(=O)Nc1ccc(Oc2ccccc2)cc1 (stereo not drawn)	3.0%	nt
O=C1OCCN1CCNCc1cn(-c2ccc(F)cc2)nc1-c1ccccc1Cl	-3.4%	5
C=CCOc1cccc(CNn2cn[nH]c2=S)c1	nt	8
Cc1nc(-c2ccccc2)sc1C1(C)CC(c2ccc([N+](=O)[O-])cc2)=NO1 (stereo not drawn)	-0.4%	nt
COC(=O)C1=C(C)N(Cc2cccnc2)C(=O)/C1=C\c1sccc1C	-3.9%	-6
CC1(C)Cc2ccccc2C(=NCCCCCC(=O)O)N1	-3.8%	nt
COc1ccc(C(=O)/C=C\N2CCOCC2)cc1	-6.3%	3
COC(=O)CCC(=O)Nc1nnc(C(F)(F)F)s1	1.9%	3
O=C(CSc1nnc(-c2ccco2)o1)c1ccccc1	7.3%	-3
COc1cccc(/C=N/c2sc(Cc3ccccc3)c(C)c2C(N)=O)c1O	5.9%	-5
COc1ccc(C2NC3=C(CCC3)C3(C#N)C(OC)(OC)N=C(N)C23C#N)cc1 (stereo not drawn)	3.0%	nt
COC(=O)c1cnc2c(c(C)nn2C)c1OC	-2.5%	3

Remaining list, next part:
SMILES	M. tuberculosis GlmU	Mtb RmlCD inh
O=C(CCCN1C(=O)c2cccc3cccc(c23)C1=O)NCc1ccco1	1.1%	-7
C=CCn1c(C)cc(C(=O)COC(=O)c2ccc3c(c2)NC(=O)CS3)c1C	5.1%	-9
COCCOC(=O)c1c(C)n(C)c2ccc(OC(=O)N3CCOCC3)cc12	1.2%	nt
CCc1ccccc1S(=O)(=O)Cc1ccc(C(=O)NCC2CCCO2)o1 (stereo not drawn)	-0.8%	-5
CCN(c1ccccc1)S(=O)(=O)c1cnc[nH]1	0.0%	-13
Cc1ccc(C)c2c1cc(C)c1nnc(SCC(=O)Nc3nc4c(s3)CCCC4)n12	2.9%	5
O=C(c1coc(=O)c(Br)c1)N1CCCc2ccccc21	-0.3%	7
Cc1n[nH]c(=S)n1/N=C/c1ccccc1OCc1ccc(Cl)cc1	-4.0%	nt
CC(C)N(Cc1nc(-c2ccccc2)no1)C(=O)c1ccc2c(c1)OCO2	-3.0%	10
Cc1ccc(C)c(CSc2nc(-c3ccco3)nc3c2c(=O)n(C)c(=O)n3C)c1	-6.5%	nt
C(=C\c1ccccc1)/C=N/Nc1nc(N2CCOCC2)nc(N2CCOCC2)n1	-6.1%	1
